High-throughput results: PubChem BioAssay, NCI
All columns: NCI-60 one-dose screen, growth in % after 48 h at 10 µM unless noted; 100 = growth as untreated, 0 = no growth, -100 = all killed.
SK-MEL-5: SK-MEL-5 melanoma | 80,000 compounds, 6.4% hits | AID 1794755
LOX IMVI: LOX IMVI melanoma; 79,000 compounds, 7.4% hits; AID 1794757
A549/ATCC: A549/ATCC NSCLC; AID 1794740; 81,000 compounds, 3.7% hits
HOP-62: HOP-62 NSCLC; 80,000 compounds, 3.9% hits; AID 1794735
M14: M14 melanoma | 80,000 compounds, 6.2% hits | AID 1794745
EKVX: EKVX NSCLC; 71,000 compounds, 3% hits
CCRF-CEM: CCRF-CEM leukemia; 77,000 compounds, 7% hits; AID 1794778
HOP-92: HOP-92 NSCLC cells. AID 1794738. 71,000 compounds, 6.3% hits
* = called active by the depositor; / = no result given; & = joins results of further samples. The calls were made as follows: active = growth percent below 10; inactive = the rest.

(1) O=C1c2ccccc2-c2c1c1c3ccccc3n(CCBr)c1c1c3ccccc3n(CCBr)c21
(2) C#CCOc1cccc(Nc2ncnc3c2ncn3C2CCN(C(=O)C=C)C2)c1 (stereo not drawn)
(3) C#C[C@]1(O)CC[C@H]2[C@@H]3CC=C4c5sc(-c6ccccn6)nc5CC[C@]4(C)[C@H]3CC[C@@]21C
(4) CCOC(=O)CN1C(=O)c2ccc(-c3ccc4c(c3)C(=O)N(CC(=O)OCC)C4=O)cc2C1=O
(5) CCCN(CCC)c1cc(=O)nc2ccccn12
(6) Nc1ccccc1Cn1c(=O)[nH]c2cnc(Nc3ccc(OCCN4CCCCC4)cc3)nc21
(7) O=C(NCCNc1nccc(-c2c(-c3cccc(O)c3)nc3sccn23)n1)c1cc(C(F)(F)F)cc(C(F)(F)F)c1
(8) COC(=O)C1=C(C(=O)c2ccccc2)C(c2ccc(OC)c(OC)c2)C(C#N)=C(N)O1 (stereo not drawn)

entry no.	1	2	3	4	5	6	7	8
SK-MEL-5	92	93	91	113	104	101	82	108
LOX IMVI	72	97	63	32	103	93	91	92
A549/ATCC	74	81	86	103	97	100	92	100
HOP-62	83	89	78	117	95	85	118	127
M14	89	84	75	121	107	102	38	120
EKVX	91	90	78	94	/	97	103	92
CCRF-CEM	88	86	38	95	/	97	85	118
HOP-92	88	53	110	103	106	96	77	67

(9) O=C(Nc1ccc(-n2cc(-c3ccncc3)c(-c3ccc(O)c(Cl)c3)n2)cc1)c1ccc(Cl)c(Cl)c1
(10) CCCCOc1ccc(NC(=O)CCl)cc1
(11) COc1cccc(NC(=O)c2ccc(Nc3ccc(Cl)nn3)cc2)c1
(12) O=C(NC1CCCCC1)C(c1ccccc1[N+](=O)[O-])N(C(=O)C1CCc2cc(F)ccc2O1)c1ccc(F)cc1F (stereo not drawn)
(13) O=C(Cn1cc(CSc2nnc3oc4ccccc4n23)nn1)Nc1ccc(F)cc1F
(14) O=C(N/N=C/c1ccc(/C=N/NC(=O)c2cc(O)c(O)c(O)c2)cc1)c1cc(O)c(O)c(O)c1
(15) CCCCCCCCCCCCCCCCCCOc1ccccc1CC(=O)NCC[N+]1(C)CCCC1
(16) COC(=O)c1nc(-c2ccccc2)oc1S(=O)(=O)N1CCN(c2cccc(Cl)c2)CC1

entry no.	9	10	11	12	13	14	15	16
SK-MEL-5	-20*	70	73	96	99	98	73	99
LOX IMVI	-29*	36	98	76	94	92	53	44
A549/ATCC	33	/	109	77	103	97	51	89
HOP-62	27	98	120	37	91	114	54	83
M14	-36*	102	110	72	104	100	66	87
EKVX	48	/	95	81	104	/	92	93
CCRF-CEM	17	/	82	67	100	97	19	4.9*
HOP-92	15	/	112	56	109	/	23	48

(17) COC(=O)c1nc(N)nc(C(=O)OC)c1C(=O)c1cccc2ccccc12
(18) CCCN(CCC)CCCNc1cc(OC)cc2cccnc12
(19) CC/C(=C(\c1ccc(OCCN2CCCCC2)cc1)c1ccc(OC(=O)C2CCCCC2)cc1)c1ccccc1
(20) CCOc1cccc(/C=N\Nc2nc(=O)cc(C(=O)OC)s2)c1O
(21) Nc1nc(Nc2ccc(Br)cc2)n(Cc2cccc(Br)c2)n1
(22) CC(=O)OCc1ncccc1OC(C)=O
(23) O=c1[nH]cc(I)c(=O)[nH]1
(24) CC(=O)OC1CCC2(C)C(=CCC3C2CCC2(C)C(C(C)CCCC(C)C)CCC32)C1 (stereo not drawn)

entry no.	17	18	19	20	21	22	23	24
SK-MEL-5	99	69	103	80	98	107	105	99
LOX IMVI	95	79	101	62	/	92	91	103
A549/ATCC	107	73	98	63	101	98	101	99
HOP-62	105	76	86	86	100	83	92	104
M14	108	89	109	64	103	103	114	106
EKVX	103	38	108	/	94	118	112	99
CCRF-CEM	101	88	106	38	98	78	104	103
HOP-92	85	84	89	60	/	82	98	78

Reformatted with each value named: part of the list above
3	C#C[C@]1(O)CC[C@H]2[C@@H]3CC=C4c5sc(-c6ccccn6)nc5CC[C@]4(C)[C@H]3CC[C@@]21C
  SK-MEL-5: 91
  LOX IMVI: 63
  A549/ATCC: 86
  HOP-62: 78
  M14: 75
  EKVX: 78
  CCRF-CEM: 38
  HOP-92: 110

4	CCOC(=O)CN1C(=O)c2ccc(-c3ccc4c(c3)C(=O)N(CC(=O)OCC)C4=O)cc2C1=O
  SK-MEL-5: 113
  LOX IMVI: 32
  A549/ATCC: 103
  HOP-62: 117
  M14: 121
  EKVX: 94
  CCRF-CEM: 95
  HOP-92: 103

5	CCCN(CCC)c1cc(=O)nc2ccccn12
  SK-MEL-5: 104
  LOX IMVI: 103
  A549/ATCC: 97
  HOP-62: 95
  M14: 107
  EKVX: /
  CCRF-CEM: /
  HOP-92: 106

6	Nc1ccccc1Cn1c(=O)[nH]c2cnc(Nc3ccc(OCCN4CCCCC4)cc3)nc21
  SK-MEL-5: 101
  LOX IMVI: 93
  A549/ATCC: 100
  HOP-62: 85
  M14: 102
  EKVX: 97
  CCRF-CEM: 97
  HOP-92: 96

The results go on:
(25) COc1ccc(-c2nc(SCCC(C)C)nc(Nc3ccc(C(=O)O)cc3)c2C#N)cc1
(26) NN1C(=O)c2cnn(-c3ccccc3)c2N2CC(=O)CNN=C12
(27) CN1CCS(=O)(=O)C2CCCCC2C1=O (stereo not drawn)
(28) CC1(C)CC(=O)C(Cn2cnc3ccccc32)C(=O)C1
(29) O=C(NC(=S)Nc1ccc(-c2nc3ccccc3o2)cc1)c1ccc2ccccc2c1
(30) CC(N)C(Cc1ccccc1)c1ccc(Cl)cc1 (stereo not drawn)
(31) FC(F)(F)c1cccc(-c2nnn(Cc3cc(-c4cccc(Cl)c4)no3)n2)c1
(32) CCCCCCCC(CC(=O)O)OC(=O)CC(CCCCCCC)OC1OC(C)C(O)C(O)C1OC1OC(C)C(O)C(O)C1O (stereo not drawn)

entry no.	25	26	27	28	29	30	31	32
SK-MEL-5	74	102	95	100	93	93	101	106
LOX IMVI	83	100	102	99	90	90	99	126
A549/ATCC	67	101	95	96	95	76	100	112
HOP-62	96	110	105	98	91	57	108	160
M14	102	110	116	109	98	83	101	70
EKVX	88	101	/	105	97	92	115	141
CCRF-CEM	73	101	94	99	88	91	96	187
HOP-92	/	113	96	100	91	56	100	/

(33) CCSc1nnc(-c2cnn3c2NC(c2ccccc2)C3)n1-c1ccc(Cl)cc1 (stereo not drawn)
(34) CCCc1c(C)[nH]c2ccccc2c1=O
(35) Cc1cc(Cl)ccc1NS(=O)(=O)c1ccc(-c2cnc(C3CC3)o2)cc1
(36) O=C1c2ccccc2C(=O)N1CC[n+]1ccccc1
(37) CCN(CC)CCNC(=O)C(F)(F)C(F)(F)C(F)(F)F
(38) COc1ccc(C(=O)/C=C/c2c(-c3ccc(Cl)cc3)nc3sc(C)nn23)cc1OC
(39) O=C(O)CCCc1ccc2c(c1)Cc1ccccc1-2
(40) CC(=O)n1nc(C(=O)OCc2ccc(C)cc2)c2ccccc21

entry no.	33	34	35	36	37	38	39	40
SK-MEL-5	93	99	20	101	105	94	108	96
LOX IMVI	92	109	22	103	104	89	103	96
A549/ATCC	82	98	28	109	104	104	96	104
HOP-62	95	107	49	108	96	73	73	93
M14	105	101	10	96	98	97	97	108
EKVX	89	/	32	106	102	/	90	75
CCRF-CEM	84	93	22	110	100	98	103	103
HOP-92	79	91	58	102	/	/	78	89

Gathered by group, the entries above containing an NH in an aromatic ring.
(6) Nc1ccccc1Cn1c(=O)[nH]c2cnc(Nc3ccc(OCCN4CCCCC4)cc3)nc21
(23) O=c1[nH]cc(I)c(=O)[nH]1
(34) CCCc1c(C)[nH]c2ccccc2c1=O

entry no.	6	23	34
SK-MEL-5	101	105	99
LOX IMVI	93	91	109
A549/ATCC	100	101	98
HOP-62	85	92	107
M14	102	114	101
EKVX	97	112	/
CCRF-CEM	97	104	93
HOP-92	96	98	91

One compound at a time, from the list above.
Cc1cc(Cl)ccc1NS(=O)(=O)c1ccc(-c2cnc(C3CC3)o2)cc1 as listed: SK-MEL-5: 20; LOX IMVI: 22; A549/ATCC: 28; HOP-62: 49; M14: 10; EKVX: 32; CCRF-CEM: 22; HOP-92: 58
CCCc1c(C)[nH]c2ccccc2c1=O as listed: SK-MEL-5: 99; LOX IMVI: 109; A549/ATCC: 98; HOP-62: 107; M14: 101; EKVX: /; CCRF-CEM: 93; HOP-92: 91

(next part)
(41) N#C/C(=C/n1nc2cc(Cl)c(Cl)cc2n1)c1ccc([N+](=O)[O-])cc1
(42) CC1(C)CC(=O)c2c(nn(-c3ccc(Br)cc3)c2-c2cn(-c3ccccc3)nc2-c2ccc(N)cc2)C1
(43) C=C(C)[C@@H]1CC[C@]2(C(=O)NCc3ccc(O)c(OC)c3)CC[C@]3(C)C(CCC4[C@@]5(C)CCC(OC(C)=O)C(C)(C)C5CC[C@]43C)C12 (stereo partly drawn)
(44) O=C(Nc1nc2ccc(Cl)cc2s1)c1cc(-c2ccc(Cl)cc2)n2nc(-c3ccccc3)cc2n1
(45) O=C(CCCn1c(O)c(/C=C2\C=Nc3ccccc32)sc1=S)Nc1ccc(O)cc1
(46) O=S1(=O)CCN(CCCc2ccccc2)CC1
(47) COC(=O)c1nc(=S)[nH]c(C(=O)OC)c1C(=O)c1ccc(Cl)c(Cl)c1
(48) CCc1cccc(O)c1

entry no.	41	42	43	44	45	46	47	48
SK-MEL-5	81	95	13	85	93	99	101	100
LOX IMVI	62	74	13	91	87	103	99	95
A549/ATCC	96	93	48	105	107	102	105	105
HOP-62	87	99	70	93	100	104	115	/
M14	85	103	44	99	98	92	107	106
EKVX	78	97	37	108	92	/	100	112
CCRF-CEM	65	104	36	92	93	106	/	104
HOP-92	91	100	58	86	94	84	/	93

Values in list order from above.
Nos. 43–48 in CCRF-CEM, in turn: 36, 92, 93, 106, /, 104

(more compounds)
(49) CCN(C(=S)Nc1cccc2ccccc12)c1ccccc1
(50) O=S(=O)(NCCNc1cc(-c2cn(-c3ccccc3)nc2-c2cccc(O)c2)ccn1)c1ccc(C(F)(F)F)cc1
(51) O=C(NC(CSCc1ccccc1)C(=O)NC(Cc1ccc(O)cc1)C(=O)O)OCc1ccccc1 (stereo not drawn)
(52) CCOC(=O)c1c(C)nc(C)c(C(=O)OCC)c1-c1cccnc1
(53) CC[C@]12C=CCN3CC[C@@]4(c5cc(-c6ccc(NC(=O)[C@H](Cc7cc8ccccc8[nH]7)NC(=O)OCc7ccccc7)cc6)c(OC)cc5N(C)[C@H]4[C@@](O)(C(=O)OC)[C@@H]1OC(C)=O)[C@@H]32
(54) c1cc(NCCN2CCOCC2)c2ccc3c(ccc4c(NCCN5CCOCC5)ccnc43)c2n1
(55) CC1=C(/C=C/C(C)=C/C=C/C(C)=C/CO)C(C)(C)CCC1
(56) Nc1cc(C(=O)O)cc(-n2c(O)c(C=C3N=c4ccccc4=N3)sc2=S)c1

entry no.	49	50	51	52	53	54	55	56
SK-MEL-5	98	37	97	98	98	101	107	98
LOX IMVI	96	23	104	96	89	91	95	96
A549/ATCC	101	42	109	103	92	102	102	104
HOP-62	100	-60*	102	95	97	101	104	100
M14	99	32	102	95	90	98	104	98
EKVX	102	52	90	105	92	106	108	99
CCRF-CEM	100	17	104	102	108	68	/	106
HOP-92	/	38	89	/	86	79	/	82

(57) Cc1cc(Cl)nc(SC/C(=N/O)c2ccccc2)n1
(58) CC12OCCC1CC(=O)O2 (stereo not drawn)
(59) Cc1ccc(C2=NN/C(=N\C(=S)Nc3ccc(Cl)cc3)SC2)cc1
(60) COc1ccc(-c2cc3cnc4ccccc4c3oc2=O)cc1
(61) Brc1cccc2ccccc12
(62) CN1CC(c2ccc([N+](=O)[O-])cc2)C(C(=O)c2ccc(O)cc2)C12C(=O)c1ccccc1C2=O (stereo not drawn)
(63) c1ccc2c(c1)C(=NCCCN1CCCCCC1)c1cccn1-2
(64) OCCCc1ccccc1

entry no.	57	58	59	60	61	62	63	64
SK-MEL-5	98	101	103	104	99	100	77	103
LOX IMVI	101	95	98	98	99	89	88	107
A549/ATCC	96	98	79	101	104	108	/	100
HOP-62	98	100	86	105	99	100	113	101
M14	97	116	95	106	98	104	106	100
EKVX	106	/	99	101	101	103	83	110
CCRF-CEM	94	102	87	89	103	107	40	108
HOP-92	102	/	98	74	89	91	39	95

(65) O=C(c1c[nH]c(=O)c(-c2ccc([N+](=O)[O-])cc2)c1)c1ccccc1O
(66) Cc1ccc(S(=O)(=O)N(C)c2ccccc2)cc1
(67) CC(C)(O)c1cn(CCCCN2C(=O)C(=O)c3ccccc32)nn1
(68) CCOC(=O)C(C(=O)CC(C)C)C(C)C (stereo not drawn)
(69) Cc1ccc(C(=O)n2cc(-c3ccccc3)c(-c3ccccc3)c2)cc1
(70) O=c1cc(CP(=O)(O)O)c2cc(O)ccc2o1
(71) COc1ccc(-c2cs/c(=N\N=C\c3ccccc3F)n2C)cc1
(72) COc1ccc(C/C(C)=C(/c2ccc(OCCCN(C)C)cc2)c2ccc(OC(=O)Cc3ccccc3)cc2)cc1
(73) COc1ccc(NCc2ccc(CO)n2-c2ccc(O)cc2)cc1
(74) CC(/C=C/c1ccccc1)=Nc1ccccc1
(75) Cc1ccc(C)c(I)c1

entry no.	65	66	67	68	69	70	71	72	73	74	75
SK-MEL-5	93	98&98	100	102	67	100	43	104	102	107	101
LOX IMVI	106	93&102	92	114	86	104	57	96	/	89	98
A549/ATCC	87	92&110	100	99	84	103	98	97	100	85	109
HOP-62	85	100&101	95	110	116	93	81	88	104	95	104
M14	89	100	98	112	83	94	/	98	102	91	101
EKVX	94	106&107	94	/	/	105	60	98	104	90	105
CCRF-CEM	93	99&97	101	88	72	112	79	90	99	/	99
HOP-92	78	109	102	140	82	90	85	95	110	/	102
